CDK5 p35 inh: blocks human CDK5/p35 kinase activity; Q00535+Q15078; Recombinant CDK5/p35, ADP-Glo luminescence, 60 min; inhibition, % at 10 µM; 0.01% of 330,000 active;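 active = highest replicate inhibition of at least 50% and at least 75% of replicates reaching 50%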;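 also: plate controls were DMSO neutral control for no effect and GW8510 at 10 µM for full effect; many of its hits are not listed in these tables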
dFosB act: enhances mouse delta FosB homodimer DNA binding; purified delta FosB, TAMRA-CDK5 oligo fluorescence polarization; percent of positive-control signal above neutral wells; 0.99% of 340,000 active; P13346; activation, % at 25 µM;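 active = mean activation above about 17%, with every replicate also reaching it, limit read from the data, passing the limit was not always enough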;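 also: fluorescence polarization rise as delta FosB binds a TAMRA Cdk5 AP-1 oligo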
Target sequence (P13346 whole entry, looked up): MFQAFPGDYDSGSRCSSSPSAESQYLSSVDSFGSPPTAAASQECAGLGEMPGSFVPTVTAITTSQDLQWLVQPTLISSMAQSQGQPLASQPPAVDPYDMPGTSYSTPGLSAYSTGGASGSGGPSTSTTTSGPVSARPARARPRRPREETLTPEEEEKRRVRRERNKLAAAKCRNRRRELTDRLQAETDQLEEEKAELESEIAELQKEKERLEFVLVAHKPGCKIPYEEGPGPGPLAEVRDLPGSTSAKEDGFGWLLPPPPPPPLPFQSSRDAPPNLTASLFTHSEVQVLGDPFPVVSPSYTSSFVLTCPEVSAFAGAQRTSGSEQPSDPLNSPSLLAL
SUMO Mot1 rescue: inhibitors of SUMOylation pathway: yeast Mot1-301 growth rescue; S. cerevisiae Mot1-301 growth rescue, ATP luminescence, 38.5C; percent above DMSO median, 100 means doubled; growth rescue, % at 18.8 µM; 1% of 320,000 active; AID 2716;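 active = every valid replicate shows activation above 250% relative to neutral control wells; inactive = the rest, any valid replicate at or below 250%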;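 also: OY570 slx delta 5 strain wells were the positive control but not used for scaling; some compounds called inactive have numbers as strong as hits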
LANA DNA inh: inhibitors of KSHV LANA C-terminal domain DNA binding | inhibition, % at 9 µM | 0.078% of 340,000 active | MBP-C-LANA/FAM-LBS DNA binding, fluorescence polarization | AID 504423;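 active = highest replicate inhibition at or above 60% at 9 µM, even if other replicates fall short; inactive = all replicates below 60% inhibition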;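 also: 0% = neutral control wells and 100% = 4 µM acridine orange control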
Rtt109 HAT inh: C. albicans Rtt109 histone acetyltransferase inhibition; Q5AAJ8; purified Rtt109/Vps75, ThioGlo CoA-SH fluorescence, 4 h; inhibition, % at 34.9 µM; 0.16% of 330,000 active;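 active = inhibition of at least 50% in every replicate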
Target sequence (Q5AAJ8 whole entry, looked up): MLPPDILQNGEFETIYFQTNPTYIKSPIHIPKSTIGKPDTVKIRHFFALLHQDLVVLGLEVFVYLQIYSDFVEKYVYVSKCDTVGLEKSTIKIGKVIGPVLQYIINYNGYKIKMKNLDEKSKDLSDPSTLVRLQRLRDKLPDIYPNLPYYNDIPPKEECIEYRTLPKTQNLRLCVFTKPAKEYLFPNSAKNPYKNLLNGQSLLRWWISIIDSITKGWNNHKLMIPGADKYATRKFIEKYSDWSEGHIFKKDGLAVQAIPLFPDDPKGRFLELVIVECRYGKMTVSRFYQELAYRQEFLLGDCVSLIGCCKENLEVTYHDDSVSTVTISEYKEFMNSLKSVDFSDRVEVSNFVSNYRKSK
PfHsp90 set2: inhibits growth of yeast expressing Plasmodium falciparum Hsp90 | S. cerevisiae expressing PfHsp90, BacTiter-Glo ATP, 48 h; yeast lacking PDR1 and PDR3 efflux regulators | 0.32% of 310,000 active | AID 504621 | inhibition, % at 9.4 µM;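 active = every replicate shows inhibition above about 80%, whatever the replicate mean, limit read from the data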;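 also: 0% = DMSO neutral controls and 100% = 20 µM radicicol positive controls; yeast relying on Plasmodium falciparum Hsp90 in place of its own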
cardiac RTF act: cardiac RTF calcium sensitization; P19429+P45379; IANBD-labeled TnC RTF fluorescence at EC20 calcium; 0% EC20 calcium, 100% full calcium; activation, % at 7.2 µM; 0.24% of 340,000 active; AID 493008;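 active = activation above the mean over all tested compounds plus 3 SD, cut at about 30% in these data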;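 also: rise in fluorescence read as greater calcium sensitivity of cardiac thin filaments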
NSD2 inh: blocks human histone methyltransferase NSD2. inhibition, % at 12.5 µM. NSD2 peptide methylation, AlphaScreen, 120 min. 0.54% of 310,000 active; in the data active = inhibition above about 50%
Keap1 Nrf2 FP: Keap1-Nrf2 (human) interaction inhibition | Q14145 | Keap1 Kelch-Nrf2 peptide fluorescence polarization, 1536-well | inhibition, % at 9.4 µM | 0.15% of 340,000 active; in the data active = inhibition above about 12%;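 also: human Keap1 Kelch domain with fluorescein labeled Nrf2 9mer peptide probe; 0% = neutral control wells and 100% = peptide positive control; higher means more block of Keap1 binding to Nrf2 peptide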
PvdQ acylase: P. aeruginosa PvdQ acylase inhibition; inhibition, % at 10 µM; 0.063% of 340,000 active; purified PvdQ acylase, fluorescence plate reader; in the data active = inhibition above about 30%, passing the limit was not always enough;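 also: 0% = vehicle neutral wells and 100% = reference inhibitor wells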
RTF Ca sens inh: cardiac RTF calcium desensitization; 0.12% of 340,000 active; AID 493244; IANBD-labeled cardiac RTF, Ca2+ fluorescence; P19429+P45379; inhibition, % at 7.15 µM;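 active = inhibition above the mean inhibition of all tested compounds plus 3 SD, cut at about 17% in these data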;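 also: assay run at fixed EC70 calcium of 1.6 mM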
Starred values were filed as active, the others as inactive; . = no result given. Rows are unselected; about 3.2% have a hit in one of these screens.

SMILES | CDK5 p35 inh | dFosB act | SUMO Mot1 rescue | LANA DNA inh | Rtt109 HAT inh | PfHsp90 set2 | cardiac RTF act | NSD2 inh | Keap1 Nrf2 FP | PvdQ acylase | RTF Ca sens inh
CC(C)(C)OC(=O)N(Cc1ccccc1)Cc1ccccc1OCc1cccc(NC(=O)C2CCC2)c1 | 0.2 | -11 | . | 0.4 | 3 | -33 | 3 | . | 3 | -19 | -6
O=S(=O)(Nc1ccc(F)cc1)c1ccc(S(=O)(=O)N2CCOCC2)cc1 | -1.7 | 1 | 4 | -0.7 | -6 | -25 | 2 | -1 | -1 | -17 | 0
O=C(NC(CSSCC(NC(=O)c1ccccc1)C(=O)O)C(=O)O)c1ccccc1 (centres undefined) | 0.1 | 4 | 63 | 1.8 | -30 | 1 | 4 | . | -13 | -12 | 3
Cc1ccc(NC(=O)CCNC(=O)c2ccc([N+](=O)[O-])cc2)cc1S(=O)(=O)N1CCOCC1 | -4.9 | -9 | -4 | -1.2 | 2 | -13 | -2 | 1 | -9 | -1 | 1
COc1ccc(NC(=O)CN(C)C(=O)CNC(=O)c2ccc3ccccc3c2)cc1 | -0.9 | -5 | . | 1.3 | -2 | -4 | 4 | 0 | -5 | -8 | -11
O=C(COC(=O)c1ccc(Cl)c(S(=O)(=O)N2CCCCC2)c1)NCC1CCCO1 (centres undefined) | 2.2 | -7 | 6 | 1.1 | 14 | -10 | 6 | 0 | 0 | 4 | -9
COc1ccccc1OCC(=O)NNC(=O)Nc1ccc(Cl)cc1 | 0.8 | 7 | 18 | -0.9 | 3 | -28 | 0 | 14 | -2 | -13 | -2
N=C(N)SCC1=CCS(=O)(=O)C1 | 7.3 | -2 | -5 | 1.6 | -1 | -1 | -1 | 0 | 3 | 0 | -3
Cc1c(Cc2ccccc2)c(=O)oc2cc(OCC(=O)c3ccccc3)ccc12 | 1.6 | -1 | 2 | 0.2 | 2 | 23 | -1 | -5 | 0 | -13 | -1
COc1cccc2c1Oc1ncccc1N(C(=O)CCC(=O)NCc1ccc(F)cc1)C2 | 0.0 | -10 | 0 | -0.1 | 51* | 18 | -3 | -4 | 0 | 0 | 0
O=C(Cn1cc(COc2c(F)c(F)cc(F)c2F)nn1)c1ccc(O)cc1 | -0.8 | -5 | . | 0.2 | 5 | -25 | 0 | . | 2 | -10 | -8
CCn1cc(C(=O)N2CCOCC2)c(=O)c2cc(S(=O)(=O)N(C)C)ccc21 | 0.9 | -7 | -1 | 1.3 | -13 | -44 | 1 | . | -2 | -15 | -9
C/C(=N\NC(=O)c1ccc(Cn2cc([N+](=O)[O-])cn2)o1)c1cccc(NC(=O)C(C)C)c1 | 0.5 | -2 | -15 | -1.3 | -2 | -54 | 1 | -2 | -5 | 2 | 8
CN(C)S(=O)(=O)c1ccc(N)c([N+](=O)[O-])c1 | 1.0 | 8 | -15 | 2.4 | 1 | -3 | -5 | 2 | -3 | 9 | 0
COc1cc(O)c(C(CCN2CCOCC2)c2cc(OC)c(OC)c(OC)c2)c(OC)c1 (centres undefined) | -0.8 | 0 | -14 | -5.0 | -3 | . | -9 | . | -1 | 0 | -9
C/C=C/C(=O)OCC(=O)Nc1cc(OC)c([N+](=O)[O-])cc1C | 0.0 | -1 | 0 | -2.6 | -1 | . | 2 | -3 | 0 | -18 | -9
COc1ccccc1CNS(=O)(=O)c1c(C(=O)N2CCCC2)c(C)n(C)c1C | 1.9 | -6 | 0 | -0.5 | -1 | 17 | -4 | 5 | -6 | -9 | -2
CC1=CC(=O)C=C(C)C1=NOc1ccccc1[N+](=O)[O-] | 0.5 | -1 | 4 | -1.0 | 13 | 27 | 0 | -2 | -1 | -4 | -7
COc1cc(OC)cc(C(=O)NCc2nc(-c3ccccc3)no2)c1 | 0.8 | -6 | -5 | -0.3 | 9 | 21 | 0 | . | -2 | -12 | -3
COc1ccc(-c2nnc(SCC(=O)Nc3cc(C)on3)o2)cc1 | -1.4 | -1 | 5 | -1.7 | -1 | 7 | 2 | -1 | 0 | -1 | 10
N/C(=N\S(=O)(=O)c1cc(C(F)(F)F)cc(C(F)(F)F)c1)c1ccc(Cl)cc1 | -0.2 | -20 | 53 | 0.5 | 6 | -97 | -1 | -1 | 7 | -3 | -9
O=C(CSc1nc(-c2ccco2)cc(C(F)(F)F)n1)Nc1ccc2c(c1)CCC2 | 1.2 | -10 | 8 | 0.0 | -4 | -5 | -3 | 4 | -1 | 6 | -9
Cc1cccc(OCCNS(=O)(=O)c2ccc(Cl)cc2)c1 | -1.1 | -2 | 5 | 3.3 | 3 | -29 | -1 | 0 | -1 | -14 | -8
O=C(Nc1cccnc1)c1cc(F)cc(F)c1 | -0.9 | -5 | 9 | 0.3 | -3 | 2 | -4 | -1 | -3 | 5 | 0
Cc1ccc(-n2c(C3CC3c3ccc(Cl)cc3)n[nH]c2=S)cc1 (centres undefined) | 3.0 | -10 | -11 | -1.3 | -4 | -2 | -4 | -1 | 0 | -14 | -6
COc1ccc(S(=O)(=O)Nc2cccc(N(C)S(C)(=O)=O)c2)cc1C | 1.0 | -3 | -5 | 1.0 | 5 | 9 | -5 | -3 | -2 | -1 | 3
O=C(COc1ccc(S(=O)(=O)N2CCCC2)cc1)Nc1ccc2c(c1)OCCO2 | 0.7 | -7 | -12 | 0.0 | -7 | 8 | 5 | -1 | 0 | 7 | -7
CCOc1nc(Nc2ccc(OC)c(Cl)c2)nc(N2CCN(c3ccc(OC)cc3)CC2)n1 | -2.1 | -6 | 9 | 2.6 | 8 | -37 | 0 | 1 | 0 | -13 | 3
CC(C)CCNC(=O)C1CC(c2ccccc2[N+](=O)[O-])=NO1 (centres undefined) | 1.2 | -2 | 0 | 0.0 | 16 | -4 | -2 | . | -4 | -5 | -3
COc1ccc(N(CC(=O)Nc2cc(OC)ccc2OC)S(C)(=O)=O)cc1 | -0.8 | -6 | 21 | 0.7 | 16 | -12 | 3 | -1 | 5 | -2 | -3
Cc1ccc(CCN2C(=O)CCC2(C)C(=O)NCc2cccnc2)cc1 (centres undefined) | -1.6 | -9 | 6 | 0.5 | 5 | . | 2 | -1 | -4 | 5 | 0
COc1cccc(-n2nc(-c3ccnn3-c3ccccc3)c(=O)n(C)c2=O)c1 | 1.0 | -1 | 32 | -0.3 | 10 | -3 | -8 | 0 | -1 | 5 | -1
Nc1nnc(SCC(=O)Nc2ccc(N3CCOCC3)c(Cl)c2)s1 | -1.2 | -4 | 10 | -1.2 | 34 | -10 | 6 | 0 | -5 | 7 | -6
COc1cc(C=O)cc(Cl)c1OC(=O)N1CCOCC1 | 0.5 | -7 | -20 | -0.1 | 5 | -8 | -2 | -2 | -1 | -20 | -9
Oc1ccc(NC(=S)N=Nc2c(O)[nH]c3ccc(Br)cc23)cc1 | 0.4 | 0 | . | 1.1 | 19 | -14 | 0 | . | -6 | -9 | -8
OCCN1CCN(CC(O)C(F)(F)F)CC1 (centres undefined) | 0.4 | -17 | 161 | -1.6 | -3 | -4 | 7 | -3 | 0 | -6 | -17
COc1ccc(OC)c(NC(=O)COC(=O)/C=C/c2ccco2)c1 | 1.6 | -8 | -17 | 2.1 | 3 | . | -5 | 0 | 0 | -2 | 1
CCN(CC)Cc1c(C(=O)N/N=C/c2cccc(OCc3ccc(F)cc3)c2)nnn1-c1nonc1N | . | -4 | 10 | -1.5 | 0 | 10 | -1 | -1 | 3 | -3 | -6
O=C(N/N=C/c1cccc(F)c1)NC1CCCCC1 | -1.5 | -6 | 0 | -1.6 | -3 | 4 | -8 | 0 | 2 | -5 | 4
COc1cc(CC(NC(C)=O)C(=O)NC2CCN(S(=O)(=O)c3ccc(NC(C)=O)cc3)CC2)cc(OC)c1 (centres undefined) | 1.8 | -12 | 19 | 0.0 | 15 | 8 | -8 | 10 | -1 | 9 | 6
CCC1(c2ccccc2)NC(=O)N(CC(=O)Nc2cc(Cl)ccc2N2CCOCC2)C1=O (centres undefined) | -1.7 | -16 | 7 | -0.8 | 9 | -9 | 5 | 0 | -4 | -6 | 2
O=C(NC1CCCCC1)c1sc(N2CCOCC2)nc1-c1ccccc1 | -1.2 | 0 | -26 | 0.2 | 1 | 15 | -1 | -4 | 0 | -6 | 0
COc1ccccc1NC(=O)CSc1nc2ccccc2cc1Cc1ccccc1 | -0.4 | -3 | -3 | -5.8 | -7 | -3 | -11 | 1 | 4 | 19 | 0
CC(NC(=O)c1cccc(S(=O)(=O)N2CCc3ccccc3C2)c1)c1ccco1 (centres undefined) | 1.4 | 7 | -12 | 0.4 | -1 | 11 | 3 | -1 | 2 | -20 | -3
COc1ccccc1NC(=S)NC(=O)c1ccc(-c2ccc(Cl)cc2)o1 | 0.8 | -6 | 8 | 0.4 | . | -14 | 4 | -2 | 0 | -8 | -6
Cc1ccc(S(C)(=O)=O)cc1C(=O)Nc1cccc(S(=O)(=O)N2CCCCCC2)c1 | -0.5 | -11 | 38 | 0.2 | 10 | -14 | 1 | -3 | 0 | -9 | 4
CCn1c(=O)c2c(nc3n2CC(C)CN3CCc2ccccc2)n(C)c1=O (centres undefined) | 0.8 | -2 | 14 | 0.3 | -6 | 0 | -2 | 8 | 3 | -7 | 4
CCC1=Nc2cc(C(=O)NCCN3CCCC3)ccc2Sc2ccc(C)cc21 | -3.5 | -5 | 1 | -1.6 | 6 | -2 | 1 | 18 | -2 | -5 | -2
Cc1ccc(NC(=O)CN2c3cccc4cccc(c34)S2(=O)=O)cc1 | -0.1 | -2 | -1 | -0.2 | 9 | -15 | -1 | -2 | -6 | -14 | 2
O=C(N/N=C/c1ccc([N+](=O)[O-])o1)c1cc(-c2cccc(Br)c2)nc2ccccc12 | -1.2 | -10 | 111 | -2.9 | -10 | -12 | -7 | 0 | -5 | -15 | -16
O=C(CN1CCC(C(=O)c2cccc(F)c2)CC1)NCc1cccs1 | -2.4 | -6 | -1 | 1.8 | 12 | 1 | 0 | -2 | -5 | 3 | -16
O=C(/C=C/c1cccs1)c1ccc(N2CCOCC2)cc1 | 1.4 | -16 | -28 | 0.8 | . | -1 | 2 | -1 | -2 | -8 | 0
Cc1ccc(C)c(-n2c(CNC(=O)c3ccco3)nnc2SCC(=O)N2CCc3ccccc32)c1 | -2.8 | -3 | 126 | -1.7 | 6 | -9 | 3 | 2 | -3 | -12 | 2
Cn1cc(CN2CCC(Oc3ccc(C(=O)N4CCCCC4)cc3)CC2)cn1 | -0.1 | -12 | -23 | 0.2 | -3 | 3 | -1 | -1 | 2 | -5 | -1
CCOC(=O)c1cc2c(=O)[nH]ccc2nc1C(F)(F)F | 0.1 | -4 | -7 | 0.2 | 2 | 12 | 4 | 1 | -1 | -15 | -3
